# Assay outcomes deposited in PubChem by Sanford-Burnham Center for Chemical Genomics.
# SENP7 block: blocks the human protease SENP7; Q9BQF6; recombinant SENP7, Z-RLRGG-aminoluciferin luminescence, 40 min; inhibition, % at 5 µM; 330,000 compounds, 1.5% hits;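 active = inhibition above about 50% at the single test dose, limit read from the data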;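 note: plate controls were DMSO with enzyme for no effect and no enzyme buffer wells for full effect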
# Target sequence (Q9BQF6 706-1050 limits assumed): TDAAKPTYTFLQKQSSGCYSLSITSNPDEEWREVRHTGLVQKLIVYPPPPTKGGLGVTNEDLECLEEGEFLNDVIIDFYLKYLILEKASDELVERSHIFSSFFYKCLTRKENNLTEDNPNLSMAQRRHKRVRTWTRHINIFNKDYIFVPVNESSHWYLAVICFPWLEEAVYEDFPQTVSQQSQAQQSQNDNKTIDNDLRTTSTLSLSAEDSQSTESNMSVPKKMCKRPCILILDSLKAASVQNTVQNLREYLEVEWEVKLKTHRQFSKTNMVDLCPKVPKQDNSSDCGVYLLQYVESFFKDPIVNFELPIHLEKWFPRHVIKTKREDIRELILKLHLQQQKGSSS
# NALP3 yeast inh: inhibitors of NALP3 inflammasome in yeast; inhibition, % at 10 µM; 330,000 compounds, 0.39% hits; Yeast reconstituted NLRP3/ASC/caspase-1, beta-gal luminescence, 24 h;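 active = inhibition of 50% or more; inactive = inhibition below 50%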;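 note: plate controls were induced DMSO wells for no effect and uninduced yeast grown without galactose for full effect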
# SENP1 FRET inh: inhibitors of human SENP1 SUMO protease catalytic domain. inhibition, % at 10 µM. 360,000 compounds, 0.21% hits. Q9P0U3. recombinant SENP1 catalytic domain, CyPet-SUMO1-YPet FRET cleavage;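 active = inhibition at least 30% at 10 µM, raw YFP signal under a set limit, fluorescence ratio 0.5 to 1.5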;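 note: 0% = enzyme with DMSO and 100% = no enzyme wells; some results filed as inactive read as strong as hits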
# Target sequence (Q9P0U3 419-644 limits assumed): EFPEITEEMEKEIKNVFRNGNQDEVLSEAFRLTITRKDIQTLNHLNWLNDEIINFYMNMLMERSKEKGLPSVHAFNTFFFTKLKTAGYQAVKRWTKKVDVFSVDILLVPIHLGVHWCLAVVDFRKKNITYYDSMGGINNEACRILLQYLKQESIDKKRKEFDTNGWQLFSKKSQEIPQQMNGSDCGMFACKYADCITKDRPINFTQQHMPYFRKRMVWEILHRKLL
#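 Controls: no-enzyme wells low, DMSO-plus-enzyme wells high control. Test system: human recombinant His6-tagged SENP1 catalytic domain enzyme. Reagent: SFCypet-SUMO1-SFYpet FRET protein substrate, 25 nM final. Doses: one dose per compound, 10 µM, 0.5% DMSO. Detection: FRET, CFP and YFP emission. Timing: 50 min reaction at room temperature.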
# HKDC1 inhibitor: inhibitors of human hexokinase HKDC1. AID 493160. 340,000 compounds, 0.16% hits. Q2TB90. inhibition, % at 20 µM. recombinant HKDC1, G6PDH/diaphorase resazurin coupled fluorescence;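 active = inhibition above about 35% when tested at 20 µM, limit read from the data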;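 note: plate controls were DMSO wells with enzyme for no effect and DMSO wells lacking enzyme for full effect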
#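 test system = in-house recombinant HK5 (HKDC1) enzyme | amount = HKDC1 at 5 µg/mL | control set = DMSO-enzyme wells negative, buffer-substituted wells positive | compound = one dose of 20 µM, 1% DMSO | schedule = reaction time 90 min, room temperature, protected from light | technique = resorufin fluorescence at 613 nm | reagent = glucose with 1 mM ATP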
# Apaf-1 inh: human Apaf-1 inhibition. AID 489030. 330,000 compounds, 0.71% hits. reconstituted apoptosome caspase-3 activity, DEVD-Rh110 fluorescence. O14727. inhibition, % at 20 µM; active = inhibition of at least 40% at 20 µM;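 note: plate controls were DMSO wells for no effect and DEVD-CHO caspase inhibitor wells for full effect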
#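 Material: reconstituted apoptosome with Apaf-1, cytochrome c, caspase-9, procaspase-3, dATP; medium: pH 7.5 Hepes buffer with CHAPS, BSA, DTT; also added: cytochrome c and DEVD-Rh110 substrate; timing: 30 min plus 50 min, RT; signal: Rh110 fluorescence intensity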
# PfG6PD inh: PfG6PD (Plasmodium falciparum) enzyme inhibition; inhibition, % at 20 µM; PfGluPho enzyme, NADPH resazurin-diaphorase fluorescence; AID 504690; 350,000 compounds, 0.78% hits;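 active = inhibition reaching at least a set limit at 20 µM in the primary screen, cut at about 59% in these data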;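 note: 0% = DMSO wells with substrate and 100% = DMSO wells lacking glucose-6-phosphate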
# SENP8 block-1: SENP8 protease inhibition; purified SENP8, Z-RLRGG-aminoluciferin cleavage, luminescence; 330,000 compounds, 1.2% hits; inhibition, % at 10 µM; AID 2540; in the data active = inhibition above about 50%
# SENP8 block-2: SENP8 (human) protease inhibition | 360,000 compounds, 0.64% hits | inhibition, % at 20 µM | Q96LD8 | AID 602440 | recombinant SENP8, Nedd8 substrate fluorescence; in the data active = inhibition mostly above about 40%, no sharp cut-off; inactive = mostly below about 27%
# SENP6 inh: inhibitors of human SENP6 protease; Q9GZR1; Recombinant SENP6 catalytic domain, aminoluciferin luminescence; inhibition, % at 10 µM; 330,000 compounds, 1.8% hits;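 active = inhibition above about 50% at the single tested dose, limit read from the data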;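 note: plate controls were DMSO wells with enzyme for no effect and DMSO wells lacking enzyme for full effect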
# Target sequence (Q9GZR1 628-1112 limits assumed): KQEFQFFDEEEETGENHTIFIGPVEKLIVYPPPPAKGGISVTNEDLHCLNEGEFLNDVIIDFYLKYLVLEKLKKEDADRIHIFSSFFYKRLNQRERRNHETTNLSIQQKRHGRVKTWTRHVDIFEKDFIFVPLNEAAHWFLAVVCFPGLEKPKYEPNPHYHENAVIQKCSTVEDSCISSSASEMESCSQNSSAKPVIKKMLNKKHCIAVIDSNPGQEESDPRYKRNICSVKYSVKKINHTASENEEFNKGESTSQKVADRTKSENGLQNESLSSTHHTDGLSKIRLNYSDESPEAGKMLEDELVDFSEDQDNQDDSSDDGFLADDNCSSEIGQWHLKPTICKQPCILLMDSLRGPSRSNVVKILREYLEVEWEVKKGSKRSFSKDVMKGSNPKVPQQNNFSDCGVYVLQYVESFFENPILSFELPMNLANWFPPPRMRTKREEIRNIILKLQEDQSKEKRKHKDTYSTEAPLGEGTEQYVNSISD
# An asterisk follows results filed as active; nt = not tested or not shown.
compound	Apaf-1 inh	HKDC1 inhibitor	PfG6PD inh	SENP6 inh	SENP1 FRET inh	SENP8 block-1	NALP3 yeast inh	SENP8 block-2	SENP7 block
O=C(c1cc(COc2cccc3cnccc23)on1)N1CCC(c2ccccc2Cl)C1 (stereo not drawn)	23	4	19	5	-5	-6	-2	-12	-4
CCOC(=O)C1(Cc2ccccc2C)CCCN(C(=O)c2ccc(COC)o2)C1 (stereo not drawn)	18	0	3	0	2	-2	15	9	1
CN(CC1CCCN(CCc2ccc(Cl)cc2)C1)C(=O)c1ccco1 (stereo not drawn)	5	-9	26	5	-3	3	3	10	0
O=C(Nc1ccon1)Nc1cc(Cl)ccc1Cl	9	2	13	8	1	-6	-25	14	3
O=C1CC(NS(=O)(=O)c2ccccc2F)CN1c1ccc2c(c1)OCCO2 (stereo not drawn)	0	-7	10	-9	0	4	4	5	-1
CC(=O)C1(C)CCC2C3C=C(C)C4=CC(=O)CCC4(C)C3CCC21C (stereo not drawn)	nt	0	11	nt	0	nt	nt	12	nt
Cc1ccc(NC(=O)N2CCC(C(=O)Nc3ccc(C)cc3C)CC2)cc1	8	-4	-6	7	1	-2	8	18	1
Cc1cc(C(=O)NCc2cc(C)n(C)n2)sc1-c1ccccc1	-1	16	14	6	-4	-4	10	-7	4
O=C(O)C(Cc1ccccc1)N1C(=O)c2cccc3cccc(c23)C1=O (stereo not drawn)	5	-2	-6	2	1	5	19	-22	0
O=C(c1cccnc1)N1CCN(C(=O)c2ccco2)CC1	-2	-5	-7	-37	2	1	10	17	4
Cc1ccc(NS(=O)(=O)c2cc3c4c(cccc4c2)C(=O)NC3=O)cc1C	16	12	4	12	1	-3	14	12	6
COc1cc(C(=O)Oc2cccc(C)c2)cc(OC)c1OC	9	-2	-6	14	-1	11	18	13	-1
CN(Cc1ccccc1Cl)C(=O)CCNC(=O)c1ccco1	6	-4	-4	-9	1	-8	20	0	-12
COc1ccc(S(=O)(=O)NCC(=O)N(CC(=O)NCC2CCCO2)Cc2ccc(F)cc2)cc1 (stereo not drawn)	7	-5	-10	-23	0	-8	1	16	0
COc1cc(C(=O)OCC(=O)N(CC(C)C)C2CCS(=O)(=O)C2)cc(OC)c1C (stereo not drawn)	28	-3	6	-7	-1	-22	14	-27	-5
CC1CCN(C(=O)C(=O)c2cn(CC(=O)N3CCCC3)c3ccccc23)CC1	-2	-4	10	-3	-4	1	17	-2	-4
CCCSc1ccc([C@H]2N[C@@](C)(C(=O)OC)[C@H]3C(=O)N(C)C(=O)[C@@H]23)cc1	3	-1	7	-1	2	-4	51*	1	-7
O=C(c1ccc(S(=O)(=O)N2CCCCC2)cc1)N1CCN(c2ccccc2F)CC1	13	3	3	-7	-1	-9	5	13	-4
COc1cc(NC(=S)N2CCN(Cc3ccccc3)CC2)cc(OC)c1	6	2	0	-6	-2	2	18	18	6
CC(=O)CC(=O)Nc1ccn(-c2ccccc2)n1	4	0	-12	-6	-2	2	1	8	5
CCc1cc(C=C(Cl)Cl)oc(=O)c1C	-29	-15	-1	-17	1	5	35	13	0
COc1cccc(NC(=O)C2CCC(CNS(=O)(=O)c3ccc4c(c3)CC(C)N4C(C)=O)CC2)c1 (stereo not drawn)	1	2	-19	-8	1	-6	16	12	14
COc1ccc(-c2cc(C(=O)N3CCOCC3)no2)cc1	5	-6	-7	51*	2	42	12	9	55*
COc1cc(OC)cc(C(=O)Nc2cccc3cccnc23)c1	5	3	21	-5	5	-20	22	12	9
CCOC(=O)C1=C(C)N=c2s/c(=C\c3ccc(OCC(=O)O)cc3)c(=O)n2C1c1ccc(OC(C)C)cc1 (stereo not drawn)	38	3	-27	0	-21	13	23	-10	10
CCN(C(=O)CN1CCCc2cc(C)ccc21)c1c(N)n(Cc2ccccc2)c(=O)[nH]c1=O	nt	4	1	nt	-45	nt	nt	-29	nt
Cc1ccc(C)c(-n2c(Cc3cc(=O)[nH]c(=O)[nH]3)nnc2SCC(=O)NCc2ccco2)c1	-9	0	22	-7	-2	-2	-4	0	-9
COc1ccc(-c2c(-c3cc(OC)cc(OC)c3)n(C)c3ccc(-c4cnc(N)nc4)cc23)cc1	7	1	1	-7	-2	-3	5	-109	2
COc1ccccc1N1CCN(C(=O)COc2ccc(S(=O)(=O)NC(C)(C)C)cc2)CC1	6	nt	nt	9	nt	5	-8	nt	11
CN(Cc1cccc(Cl)c1Cl)C(=O)c1cc(S(=O)(=O)N2CCOCC2)ccc1F	3	-2	-11	18	-1	4	10	-5	2
Cc1ccc(-c2nc(-c3ccc(Cl)cc3)sc2CC(=O)O)c(C)c1	1	-4	-6	-21	-10	-5	10	-76	-4
CSC1=NCCN1S(=O)(=O)c1ccc(C)cc1	0	-7	3	4	1	2	1	13	8
O=c1[nH]cc(N=Cc2cc([N+](=O)[O-])ccc2O)c(=O)[nH]1	2	nt	nt	16	nt	-8	24	nt	-5
Cc1ccnc(NC(=O)Cc2ccc(F)cc2)n1	-21	-1	-3	3	-1	5	6	6	3
Cc1cccc(Nc2nnc(SCC3CCCCO3)s2)c1 (stereo not drawn)	nt	-7	12	nt	1	nt	nt	-2	nt
CC1CCCC(C)N1C(=O)COC(=O)CNC(=O)c1ccc(Cl)cc1Cl (stereo not drawn)	4	-7	-15	-16	3	0	12	12	0
O=C(COc1ccccc1[N+](=O)[O-])OCC(=O)c1ccc(Br)s1	9	-4	-9	0	6	-11	17	14	0
CN(C)C(CNC(=O)CCc1nc2ccccc2s1)c1ccccc1 (stereo not drawn)	6	6	12	-8	1	-1	19	10	-8
O=[N+]([O-])c1cccc(-c2nnnn2-c2cccc(F)c2)c1	-19	-1	26	1	1	3	10	-6	-3
NC(=O)C1=C[C@@H](c2ccc(Br)cc2)C[C@@H](OCc2ccc(CO)cc2)O1	-4	4	10	-7	1	5	16	6	3
Cc1ccc2nc(-c3ccc(SCC(=O)Nc4nc(C)cs4)nc3)[nH]c2c1	6	-12	15	-22	-3	-5	-9	-272	6
O=C(Nc1ccc(NC(=O)C2CC2)nc1)c1ccco1	-4	-2	-8	-4	3	-9	11	15	1
COCc1ccc(C(=O)N2CCCC(Nc3ccc(C(C)C)cc3)C2)s1 (stereo not drawn)	2	0	14	-2	1	7	30	17	-10
COc1ccc(OC)c(NC(=O)CSc2ccc3ccccc3c2)c1	11	10	18	-8	2	-7	18	20	12
Cc1ccc(C(=O)OC2CCCN(C)C2)cc1 (stereo not drawn)	-9	9	-3	-11	2	-6	19	8	0
CNS(=O)(=O)c1cc(NC(=O)CCCNC(=O)c2ccc(Cl)cc2)ccc1C	0	-1	4	-7	-1	0	17	6	-7
Cn1nc(C(=O)Nc2cccc(C(=O)NC3CC3)c2)c2ccccc2c1=O	-4	2	-12	-1	3	-4	19	-1	1
Cc1cc(C(=O)OC2CCOC2=O)c2ccccc2n1 (stereo not drawn)	-9	-2	-10	-1	3	0	8	-13	0
O=C(Nc1ccc2c(c1)OCCO2)c1cc(F)c(F)cc1Cl	4	-4	11	-3	1	-20	28	23	12
O=C(NC1CCCC1)c1cc2nc(-c3ccccc3)cc(-c3ccccc3)n2n1	2	2	5	18	-70	-4	21	-464	9
Cc1ccc(C(=O)Nc2nc(C(C)(C)C)cs2)s1	13	-3	15	-8	-2	-11	16	5	-12
O=C(CSc1nnc(-c2ccccc2O)o1)N1CCc2ccccc2C1	0	-13	-77	-8	2	-4	24	2	-4
CCCCN1C(=O)/C(=C2\SC(N3CCCCC3)=NC2=O)c2ccccc21	25	5	65*	26	1	-7	18	13	11
c1ccc(-c2nc(-n3ccnc3)nc(-n3ccnc3)n2)cc1	-5	10	19	5	1	0	12	5	3
COc1ccc(/C=C(\NC(=O)c2ccc(C)cc2)C(=O)N2CCCCC2)cc1	9	-5	1	11	-3	4	2	11	4
COc1cccc(C(=O)NC(=S)Nc2ccc(N(C)C)cc2)c1	8	-8	11	57*	1	32	28	19	28
O=C(NCc1ccco1)c1cc(C(=O)C2CCCCC2)c[nH]1	12	-8	15	-3	4	-3	1	37	-8
O=C(Nc1ccccc1C(=O)N1CCN(Cc2ccccc2)CC1)c1ccccn1	-2	-1	-5	-5	1	-5	18	8	-3
Cc1cc(N/N=C/c2ccc(N(C)C)cc2)c2ccccc2n1	6	-2	7	-12	-49	9	33	-434	1
CCc1ccc(OCC(=O)O/N=C(\N)c2ccncc2)c(Br)c1	6	-1	3	11	0	-6	26	16	-1

# Later entries
compound	Apaf-1 inh	HKDC1 inhibitor	PfG6PD inh	SENP6 inh	SENP1 FRET inh	SENP8 block-1	NALP3 yeast inh	SENP8 block-2	SENP7 block
Cc1cccc(OCC(=O)Nc2ccc(C(=O)Nc3ccccc3C(=O)O)cc2)c1C	12	10	-34	4	0	-16	8	-10	-8
CCOC(=O)Cn1c(=O)oc2cc(S(=O)(=O)N(C)c3cccc(C)c3)ccc21	6	-7	5	-17	6	5	3	40	5
COc1ccccc1C1c2[nH]c3ccccc3c2CCN1Cc1cnc(C)s1 (stereo not drawn)	24	-9	18	0	-59	-1	16	-200	-3
COc1cccc2c(=O)n(CC(=O)Nc3ccc(F)cc3)ccc12	2	-3	-15	-14	-1	0	4	-76	-3
O=C(NCCCc1ccccc1)c1cccc(Br)c1	-12	-2	3	-5	2	-4	3	13	0
O=C(NCCCNC(=O)c1cnccn1)c1cccc(Cl)c1	4	-1	7	-18	-3	-1	-17	7	1
Cc1n[nH]c(=O)c2c(NC(=O)CSc3ccccc3F)oc(C)c12	8	2	20	-18	-7	-3	-6	5	-12
O=C(NC(=S)Nc1ccc2ncccc2c1)c1ccccc1	1	1	13	-20	1	-18	18	-40	-4
O=C(O)c1ccc(Cl)c(S(=O)(=O)Nc2ccccc2N2CCOCC2)c1	5	-8	-3	8	4	1	8	7	2
N#Cc1ccccc1COC(=O)CCN=C1NS(=O)(=O)c2ccccc21	-9	0	-9	-22	-1	-2	23	4	6
CCOCCCNC(=O)/C(C#N)=C/c1ccccc1F	2	-11	6	-10	0	6	13	-4	3
O=C(O)c1ccccc1-c1nc2ccccc2c(=O)[nH]1	-2	2	-4	-10	0	2	20	10	-3

# Some of these compounds in order of number of heavy atoms, largest number first.
compound	Apaf-1 inh	HKDC1 inhibitor	PfG6PD inh	SENP6 inh	SENP1 FRET inh	SENP8 block-1	NALP3 yeast inh	SENP8 block-2	SENP7 block
COc1ccccc1C1c2[nH]c3ccccc3c2CCN1Cc1cnc(C)s1 (stereo not drawn)	24	-9	18	0	-59	-1	16	-200	-3
O=C(NCCCNC(=O)c1cnccn1)c1cccc(Cl)c1	4	-1	7	-18	-3	-1	-17	7	1
CCOCCCNC(=O)/C(C#N)=C/c1ccccc1F	2	-11	6	-10	0	6	13	-4	3
